STAT3 inh = STAT3 signaling inhibition | U3A cells, IL-6 STAT3-luciferase reporter, luminescence; host cell line lacks STAT1 | inhibition, % at 5.5 µM | 0.89% of 190,000 active;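 active means inhibition above the mean inhibition across all screened compounds plus 3 SD, cut at about 44% in these data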;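 further: 0% = DMSO only wells and 100% = 100 µM nifuroxazide control wells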
STAT1 inh = STAT1 signaling inhibition. inhibition, % at 5.5 µM. 0.35% of 200,000 active. NIH 3T3 STAT1-luciferase reporter, IFN-gamma, luminescence;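 active means inhibition above a set limit, the mean inhibition across all tested compounds plus 3 SD, cut at about 34% in these data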;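 further: 0% = IFN-gamma with DMSO and 100% = IFN-gamma with 300 µM nifuroxazide; values of inactives mirror those of a sister screen read the other way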
STAT3 activator = STAT3 signaling activation. U3A cells, IL-6 STAT3-luciferase reporter, luminescence; 100% = signal with IL-6 EC80 alone. activation (% of control), % at 5.6 µM. 0.91% of 190,000 active;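 active means activation above the screen-wide mean of compound activation plus 3 SD, cut at about 130% in these data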;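 further: 0% = background luminescence of wells with medium and substrate only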
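Material: human STAT1-deficient U3A cells with stable STAT3-luciferase reporter / Probe or stimulus: IL-6 stimulus at 33 ng/mL final / Schedule: 1 h compound pre-exposure, 6 h IL-6 stimulation, 37 °C / Technique: luminescence / Read-out basis: percent of IL-6-only median luminescence / Control set: IL-6-only high control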
APP 5UTR inh = APP translation inhibition; 0.82% of 190,000 active; inhibition, % at 2 µM; SH-SY5Y APP 5'UTR-luciferase reporter, luminescence;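 active means inhibition above a set limit, derived from the sample mean plus 3 SD, cut at about 45% in these data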; further: values of inactives mirror those of a sister screen read the other way
TLR4 MyD88 comp = inhibitors of human TLR4-MyD88 binding | HeLa CL3-4 TLR4/MyD88 BLA complementation, FRET ratio | inhibition, % at 8.4 µM | 0.18% of 200,000 active | AID 861; in the data active means inhibition above about 25%;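 further: 0% = vehicle and 100% = reference inhibitor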
Target sequence (O00206 whole entry, looked up): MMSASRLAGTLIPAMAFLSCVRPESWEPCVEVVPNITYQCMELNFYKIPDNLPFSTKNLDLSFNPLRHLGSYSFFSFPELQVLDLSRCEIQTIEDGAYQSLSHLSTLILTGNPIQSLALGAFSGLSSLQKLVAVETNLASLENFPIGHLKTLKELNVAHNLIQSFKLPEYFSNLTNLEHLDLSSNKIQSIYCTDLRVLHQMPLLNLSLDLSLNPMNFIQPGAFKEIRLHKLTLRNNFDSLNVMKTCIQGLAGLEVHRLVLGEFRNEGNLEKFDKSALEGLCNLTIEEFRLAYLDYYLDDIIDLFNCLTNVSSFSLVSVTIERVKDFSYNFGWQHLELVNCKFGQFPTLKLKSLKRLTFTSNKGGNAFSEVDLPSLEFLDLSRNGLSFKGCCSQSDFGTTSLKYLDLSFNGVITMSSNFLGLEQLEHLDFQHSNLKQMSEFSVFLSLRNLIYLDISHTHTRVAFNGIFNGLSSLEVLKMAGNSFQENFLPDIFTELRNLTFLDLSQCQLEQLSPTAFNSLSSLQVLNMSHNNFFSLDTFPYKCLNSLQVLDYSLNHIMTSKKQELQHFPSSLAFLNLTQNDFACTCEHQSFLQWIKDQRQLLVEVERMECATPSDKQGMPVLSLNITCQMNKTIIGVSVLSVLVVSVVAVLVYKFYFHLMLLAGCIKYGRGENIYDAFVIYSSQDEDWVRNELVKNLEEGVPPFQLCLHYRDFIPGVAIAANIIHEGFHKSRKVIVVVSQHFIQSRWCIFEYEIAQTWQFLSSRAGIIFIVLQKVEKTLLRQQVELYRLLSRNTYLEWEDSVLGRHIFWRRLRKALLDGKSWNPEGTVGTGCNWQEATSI
Target sequence (Q99836 whole entry, looked up): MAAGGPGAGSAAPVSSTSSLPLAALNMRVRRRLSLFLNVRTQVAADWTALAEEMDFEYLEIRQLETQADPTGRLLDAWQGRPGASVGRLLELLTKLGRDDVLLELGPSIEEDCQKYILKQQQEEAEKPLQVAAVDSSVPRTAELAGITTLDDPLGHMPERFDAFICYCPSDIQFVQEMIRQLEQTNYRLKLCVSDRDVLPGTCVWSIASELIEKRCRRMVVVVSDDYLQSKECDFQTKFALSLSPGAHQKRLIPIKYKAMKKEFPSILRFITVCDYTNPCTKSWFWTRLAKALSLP
STAT1 activator = activators of IFN-gamma induced STAT1 signaling; NIH 3T3 STAT1-luciferase reporter, luminescence; 100% = IFN-gamma alone, no compound; activation (% of control), % at 5.5 µM; 2.6% of 200,000 active; AID 932;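 active means activation above the screen-wide mean activation plus 3 SD, cut at about 130% in these data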;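 further: raw ratio to IFN-gamma control signal so 100% means no change and 0% no light; values of inactives mirror those of a sister screen read the other way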
G6PDH CS = counter-screen for G6PDH assay hits: L. mesenteroides G6PDH inhibition | AID 1020 | 0.12% of 200,000 active | Purified L. mesenteroides G6PDH, diaphorase/resazurin coupled fluorescence, 45 min | inhibition, % at 5 µM; in the data active means inhibition above about 50%
Diaphorase inh = inhibits diaphorase or chemically oxidizes, flagging diaphorase assay artifacts. diaphorase resazurin-to-resorufin fluorescence, NADH, 16 min; bacterial (C. kluyveri) enzyme, not human. inhibition, % at 20 µM. 0.69% of 190,000 active. AID 1217;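 active means primary screen inhibition at 20 µM above a set limit, cut at about 50% in these data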;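 further: plate controls were DMSO with full reaction for no effect and wells lacking NADH for full effect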
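Test system: diaphorase enzyme from Clostridium kluyveri; amount: diaphorase at 0.14 U/mL in enzyme working solution; detection: fluorescence of resorufin formed from resazurin, Ex 544/Em 590 nm; times: reaction incubation of 16 min at room temperature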
Diaphorase act = diaphorase activation or chemical reduction counter-screen; 0.005% of 190,000 active; Diaphorase/resazurin coupled assay, resorufin fluorescence, 16 min; active compounds read high; 1 = vehicle wells, 0 = NADH-free wells; activation factor at 20 µM; AID 1229;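 active means diaphorase activity raised at least twofold by the compound at 20 µM; inactive means activation factor below 2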
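Assay system: bacterial diaphorase enzyme (C. kluyveri) / Input: enzyme 0.07 U/mL final / Medium: 50 mM HEPES pH 7.4 with 4.542 mM MgCl2, 0.005% Tween 20 / Doses: single compound dose of 20 µM, 1% DMSO final / Incubation: 16 min enzyme reaction, ambient temperature / Signal: fluorescence, excitation 544 nm and emission 590 nm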
Hsp70 act = Hsp70 transcriptional activation, primary screen; HeLa Hsp70 promoter luciferase reporter, luminescence; scaled: vehicle 0, proteasome-inhibitor control 100%; activation, % at 10 µM; 0.04% of 200,000 active; AID 1203;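 active means activation above the mean across all tested compounds plus 3 SD, cutoff set per campaign, cut at about 5.5% in these data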;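 further: 100% = MG132 at 30 µM as the positive control and 0% = DMSO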
* hit, by the source's call; x = no result given.

Below each compound – STAT3 inh	STAT1 inh	STAT3 activator	APP 5UTR inh	TLR4 MyD88 comp	STAT1 activator	G6PDH CS	Diaphorase inh	Diaphorase act	Hsp70 act
CC(OC(=O)c1snc(C(=O)NC2CCCCC2)c1N)C(=O)NC(C)(C)C (configuration not stated)
 : 34	7	74	9	-16	94	16	5	1	0.1
CN1c2ccccc2C(C)(C)C12CCCC(=O)N2 (configuration not stated)
 : 1	11	102	4	-9	90	1	-4	1	-0.3
Cn1c(=O)n(Cc2ccccc2Cl)c2ccccc21
 : -2	-13	105	1	-9	110	-3	5	0.9	0.0
COC(=O)CC1=NN(c2nc3ccccc3s2)C(=O)/C1=C/N(C)C
 : 4	2	104	4	-9	96	1	10	0.9	-0.3
COCCCN1C(=O)C(=O)/C(=C(/O)c2ccccc2)C1c1ccc(N(C)C)cc1 (configuration not stated)
 : 10	-1	96	4	-1	101	2	16	0.8	0.2
O=C(CSc1nncn1-c1ccccc1)c1c[nH]c2ccccc12
 : -19	5	125	-5	1	95	10	4	1	-0.2
Cc1ccc(/C=N/NC(=O)CN2CCN(S(=O)(=O)c3ccc(Br)cc3)CC2)s1
 : 8	8	92	-5	-8	93	-15	27	0.7	-0.3
O=C(NCc1cccnc1)C(C(=O)c1ccc(F)cc1)n1ccccc1=O (configuration not stated)
 : -2	11	102	0	11	90	2	10	0.9	-0.5
Nc1c(-c2ccccc2)c(CSc2nc3ccccc3[nH]2)nn1-c1cccc(Cl)c1
 : -6	1	103	-5	-6	99	17	3	1	-0.5
Cc1cccc(NC(=O)CSc2nnc(-c3ccncc3)n2C)c1
 : 26	2	80	-13	9	98	4	22	0.8	0.0
Cc1cccc(OCC(=O)Nc2nnc(-c3ccco3)s2)c1
 : 9	-5	94	8	-1	103	2	4	1	0.2
COc1c(C)cc(C(=O)C2CCCN(C(=O)c3ccoc3)C2)cc1C (configuration not stated)
 : -2	-12	105	0	-4	110	8	22	0.8	-0.4
Cc1ccc(C(O)c2nccn2C)o1 (configuration not stated)
 : 13	-2	94	6	1	102	13	17	0.8	-0.3
O=C(CNc1ccc(Br)cc1)NNC1=NCCC1
 : 0	-1	108	-6	-5	101	5	8	0.9	0.8
Cc1cc2ccccc2nc1SCC(=O)N1CCCC1
 : 23	10	84	-4	2	91	5	18	0.8	-0.3
CCc1ccc(C2C3=C(CCCC3=O)OC3=C2C(=O)CCC3)cc1
 : 0	11	99	-18	8	90	0	8	0.9	-0.4
O=C(O)c1ccc(CN2CCCCC2)o1
 : 5	-13	99	0	6	113	6	8	0.9	-0.3
Cc1ccc(C)c2c1cc(C)c1nnc(SCC(=O)NCc3ccc4c(c3)OCO4)n12
 : 6	3	93	-12	-1	97	-16	0	1	-0.1
O=C1c2ccccc2C(Nc2cccnc2)N1Cc1ccc2c(c1)OCO2 (configuration not stated)
 : -2	-3	102	21	-13	104	-10	9	0.9	-0.1
Cc1nn(C)c(C)c1S(=O)(=O)N(CC(=O)NCCCOC(C)C)c1ccc(C(C)C)cc1
 : -5	0	108	-10	3	100	2	16	0.8	-0.2
C=CCn1c(SCc2ccc(C(=O)Nc3ccccc3)cc2)nnc1-c1ccccc1
 : 12	-8	94	5	-6	107	5	-3	1	-0.2
Cc1ccc2n(n1)c(=O)c(Cc1ccccc1)c([O-])[n+]2-c1ccccc1
 : 8	9	95	6	-5	92	3	18	0.8	-0.3
CCN(Cc1ccncc1)C(=O)c1ccccc1NS(=O)(=O)c1ccc(F)cc1
 : -5	4	105	1	0	95	2	-4	1	0.1
NC(=O)c1nn(-c2ccc(Cl)cc2Cl)c(=O)cc1O
 : 9	5	94	-17	5	95	10	12	0.9	-0.3
C/C(=C\c1ccco1)CN1CCN(Cc2ccc(C)o2)C(CCO)C1 (configuration not stated)
 : 0	-5	103	-2	-14	102	9	19	0.8	-0.1
COc1cc(/C=N/NC(=O)c2cccnc2)ccc1OCC(=O)Nc1ccc(C)cc1
 : -8	-12	109	-13	2	111	8	19	0.8	-0.3
N#CC1=C(N)N(c2ccccc2)C2=C(C(=O)CCC2)C1c1cccs1 (configuration not stated)
 : -12	0	113	5	-2	100	-14	35	0.6	-0.1
Cc1cn(C(=O)CN2C(=O)c3ccccc3C2=O)c(C)n1
 : 10	2	95	-2	-16	98	0	14	0.9	-0.3
COCCSc1ccccc1C(=O)Nc1ccncc1
 : 8	0	95	-4	-6	98	-2	2	1	-0.4
CCOc1ccc(Nc2nc(Cc3nnc(SCC(N)=O)o3)cs2)cc1
 : 13	1	94	-6	-1	100	-24	23	0.8	-0.2
CCn1c(SCC(=O)Nc2ccc(Cl)cc2)nc2nc3c(cc2c1=O)CCCC3
 : -4	4	106	14	4	96	-26	15	0.8	-0.3
CN1CCN(C(=O)C2=C[C@H](C(C)(C)C)C[C@H](OCCCCO)O2)CC1
 : x	2	x	-3	-11	99	7	5	1	0.1
CCCCNC(=O)c1ccc(S(=O)(=O)c2ccc(Cl)cc2)c(NC(C)=O)c1
 : 6	0	98	5	15	100	10	-3	1	0.0
COc1ccc2cc(-c3[nH]ncc3CN3CCCC3c3nonc3C)ccc2c1 (configuration not stated)
 : -3	-20	105	-40	13	116	7	39	0.6	-0.3
O=C(Cc1ccccc1)Nc1ccc(N2CCCCC2)cc1
 : 3	-34	99	-185	-3	130*	-1	2	1	0.0
O=C(NCCN1CCOCC1)c1ccc2c(c1)N(Cc1c(F)cccc1Cl)C(=O)c1ccccc1S2
 : 16	8	91	2	1	91	2	11	0.9	0.0
O=C1CN(C(=O)c2ccccn2)c2ccccc2N1
 : 2	-10	102	3	3	107	1	19	0.8	-0.2
O=c1cc(CSc2ccc(S(=O)(=O)N3CCCCC3)cn2)nc2sccn12
 : 11	2	94	9	3	98	2	9	0.9	0.0
O=C(CN(CCN1CCOCC1)C(=O)Cn1nnc(-c2ccc(F)cc2)n1)NC1CCCCC1
 : 10	4	95	5	-15	97	7	-12	1.1	-0.6
Cc1ccc(/C=C2/SC(=S)N(CCCC(=O)Nc3ccc(O)cc3)C2=O)cc1
 : 23	40*	84	63*	5	62	24	22	0.8	-0.5
C=CCn1c(N)c(C(=O)OCC(C)C)c2nc3ccccc3nc21
 : 13	6	93	6	13	95	16	32	0.7	0.0
COc1ccc(/C=N/NC(=O)COc2ccc3ccccc3c2)c(C(=O)O)c1OC
 : 8	-2	96	-1	3	102	2	4	1	-0.3
COc1ccc(/C=C/c2nc(C)c(-c3ccccc3)c(=O)[nH]2)cc1OC
 : 0	4	96	-25	5	96	-9	15	0.9	-0.4
CCOc1ccc(N=C2NC(=O)S/C2=C\c2ccc(N(C)C)cc2)cc1
 : 12	-34	97	-50	8	128	-6	4	1	0.2
O=c1cc(O)nc(SCc2ccccc2Cl)[nH]1
 : 5	2	98	-9	-4	98	4	-5	1.1	0.0
O=C(NC1CC1)c1cc2c(s1)CS(=O)(=O)C2
 : 14	-6	98	-19	-5	105	0	6	0.9	0.3
Cc1cc(C)cc(-n2c(C)c3c(C)nnc(C)c3c2C)c1
 : 5	2	103	3	3	98	-4	9	0.9	-0.4
Cc1c(C(=O)NCc2cccnc2)oc2ccc(S(=O)(=O)N3CCCCCC3)cc12
 : 10	-4	95	-21	-8	102	-26	18	0.8	-0.4
COc1ccc(S(=O)(=O)N(C)C)cc1NC(=O)CSc1nncs1
 : -2	-3	105	-24	-9	101	0	5	1	0.3
Cc1cccc(OCCOCCSc2ncccn2)c1
 : 8	-11	99	-22	2	110	-2	21	0.8	0.6

The listing continues:
Below each compound – STAT3 inh	STAT1 inh	STAT3 activator	APP 5UTR inh	TLR4 MyD88 comp	STAT1 activator	G6PDH CS	Diaphorase inh	Diaphorase act	Hsp70 act
O=C(/C=C/c1ccco1)Nc1ccc2nn(-c3ccccc3)nc2c1
 : 10	0	94	-28	7	100	-24	12	0.9	-0.3
CCC(CC)C(=O)NCCNC(=O)C(CC)CC
 : -14	-8	114	-12	12	107	3	5	0.9	0.3
CCOc1cc(/C=C(\C#N)C(N)=O)ccc1OS(=O)(=O)c1ccccc1
 : 5	1	99	3	7	99	-1	18	0.8	-0.2
CCC(CC)C(=O)NCc1cccnc1
 : 14	-2	92	-2	-1	99	-2	7	0.9	-0.1
O=C(Nc1nc2ccccc2[nH]1)c1ccccc1F
 : 101*	78*	13	1	-1	30	-4	15	0.9	-0.6
CCCc1nnc(NC(=O)CCC(=O)NCc2ccccc2OC)s1
 : -4	0	106	3	1	100	0	5	0.9	-0.3
Clc1ccc(-c2nc(/C=N/N3CCOCC3)c3ccccn23)cc1
 : 20	-9	88	5	0	107	4	23	0.8	-0.1
CC1SCCN1S(=O)(=O)c1ccc2ccccc2c1 (configuration not stated)
 : 6	1	98	-1	-8	100	3	20	0.8	-0.4
O=C(CSc1nc(N2CCCCC2)nc(N2CCCCC2)n1)N1CCN(c2ccccc2)CC1
 : 6	4	100	-8	-9	95	17	26	0.7	-0.3
CC1CCCCN1CCNC(=O)CC1Oc2ccccc2NC1=O (configuration not stated)
 : -8	3	110	10	13	97	5	10	0.9	-0.1
C=C(C)c1cccc(C(C)(C)NC(=O)N2CCN(C/C=C/c3ccccc3)CC2)c1
 : -5	7	105	-18	9	94	-4	4	1	-0.2
CN(C)CCNc1cnn(-c2ccccc2)c(=O)c1Cl
 : 5	-11	102	14	-8	108	19	-9	1.1	-0.2
Cc1ccc(OCCN2C(=O)NC3(CCc4ccccc4C3)C2=O)cc1 (configuration not stated)
 : -6	-1	107	10	-5	101	2	12	0.9	0.2
OC(COCC1COc2ccccc2O1)CN1CCc2ccccc2C1 (configuration not stated)
 : 1	10	102	25	-13	91	-4	-6	1.1	-0.5
Cn1c(-n2c(CCCN3C(=O)c4ccccc4C3=O)nc3ccccc3c2=O)nc2ccccc21
 : 1	0	104	3	-2	100	15	17	0.8	-0.4
CCOC(=O)C(CC)Sc1ccc2nnc(CCNS(=O)(=O)c3ccccc3)n2n1 (configuration not stated)
 : 2	12	104	-3	9	89	3	14	0.9	0.1
O=C1Cc2ccccc2C(=O)N1CCc1ccccc1
 : -55	1	155*	9	-1	99	9	15	0.9	-0.2

Some of the entries so far, with each value named.
> Cn1c(-n2c(CCCN3C(=O)c4ccccc4C3=O)nc3ccccc3c2=O)nc2ccccc21
  STAT3 inh: 1
  STAT1 inh: 0
  STAT3 activator: 104
  APP 5UTR inh: 3
  TLR4 MyD88 comp: -2
  STAT1 activator: 100
  G6PDH CS: 15
  Diaphorase inh: 17
  Diaphorase act: 0.8
  Hsp70 act: -0.4
> CCOC(=O)C(CC)Sc1ccc2nnc(CCNS(=O)(=O)c3ccccc3)n2n1 (configuration not stated)
  STAT3 inh: 2
  STAT1 inh: 12
  STAT3 activator: 104
  APP 5UTR inh: -3
  TLR4 MyD88 comp: 9
  STAT1 activator: 89
  G6PDH CS: 3
  Diaphorase inh: 14
  Diaphorase act: 0.9
  Hsp70 act: 0.1

Compound activity as filed in PubChem BioAssay.

Hits appear at their usual frequency; about 6.1% have a hit in one of these screens.
